Screening results as filed in PubChem BioAssay.
HSF-1 act: increases HSF-1 driven luciferase reporter signal | 300,000 tested, 1.7% active | activation, % at 9 µM | NIH3T3-HGL HSF-1 luciferase reporter, MG132, 8 h; 100% = twice DMSO control signal;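 active = mean replicate activation of at least 50% with a set share of replicates each reaching 50%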;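 note: 0% = median of the neutral control wells and 100% = twice that signal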
HSP90 refold inh: blocks HSP90-mediated luciferase refolding in reticulocyte lysate. Rabbit reticulocyte lysate, luciferase refolding luminescence, 3 h. inhibition, % at 5.6 µM. 290,000 tested, 0.91% active;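 active = inhibition above the screen-wide mean plus 3 SD, computed separately per campaign, cut at about 16% in these data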;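 note: 0% = DMSO wells and 100% = 60 µM geldanamycin wells; inhibitors lower the luminescence because luciferase stays unfolded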
IEC-6 cytotox: counter-screen for KLF5 inhibitors: cytotoxicity in IEC-6 cells; 290,000 tested, 0.78% active; inhibition, % at 5 µM; AID 1825; IEC-6 cytotoxicity, luminescence viability; in the data active = inhibition above about 22%;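 note: 0% = plate median of test compound wells and 100% = cytotoxic reference compound wells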
KLF5 inhibitor: kruppel-like factor 5 inhibition; DLD-1 KLF5 promoter-luciferase reporter, luminescence; inhibition, % at 5 µM; 290,000 tested, 0.23% active;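 active = inhibition above a per-plate limit of that plate's mean compound inhibition plus 3 SD, cut at about 60% in these data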;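 note: 0% = DMSO wells and 100% = LY294002 at 200 µM; higher means less KLF5 promoter-driven luciferase light; inactives centre near -14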
SKKanGAS inh: SKKanGAS growth inhibition; S. pyogenes SKKanGAS, kanamycin growth, BacTiter-Glo, 6 h; inhibition, % at 7.5 µM; 300,000 tested, 1.3% active;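 active = mean replicate score, as percent of positive control median, at least 50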;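 note: strain carries kanamycin resistance gene driven by streptokinase promoter and grows in 40 µg/ml kanamycin; loss of luminescence reflects streptokinase promoter inhibition or plain growth inhibition; 0% = median of DMSO wells and 100% = positive control at its reference dose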
Platelet DG rel: platelet dense granule release activity; human platelet-rich plasma, SFLLRN dense granule ATP release, luminescence; inhibition, %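 (compounds screened at 7.5 µM in platelet-rich plasma)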; 300,000 tested, 0.22% active;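 active = mean replicate score, as percent of positive control, at or above 50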
HIF activator: HIF pathway transcriptional activation; U2OS HRE-luciferase reporter, luminescence; normalized: DMSO 0%, desferrioxamine 100%; activation, % at 7.5 µM (by protocol); 300,000 tested, 0.32% active;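 active = mean activation of at least 10% of the iron chelator positive control signal, with at least half of replicates also reaching 10%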
HSF1 inh: HSF1 inhibition. 300,000 tested, 0.77% active. activity change, negative = inhibition, % at 7.5 µM (by protocol). NIH3T3-HGL HSE-luciferase, MG132-induced, luminescence 8 h; active compounds read low. AID 2098;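 active = more than half of replicate wells show activity change below -50%, luminescence cut by over half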;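 note: luciferase reports HSF-1 transcriptional activity via heat shock element; 0% = median of DMSO wells and -100% = zero luminescence signal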
aSyn UTR inh: 5' untranslated region of α-synuclein, MLPCN primary screen. 300,000 tested, 0.82% active. alpha-synuclein 5'UTR reporter, inhibitor activity. inhibition, % (tested at 7.5 µM); in the data active = inhibition above about 60%;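 note: H4 neuroglioblastoma cells stably carrying SNCA 5'UTR luciferase fusion; 0% = DMSO wells and 100% = positive control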
AI-2 QS mod: Vibrio harveyi AI-2 quorum sensing modulation; Vibrio harveyi JMH597 AI-2 luminescence/OD600 ratio, 9 h; active compounds read low; strain lacks LuxN and CqsS sensors; 0 = neutral-control median; activity change, % at 7.5 µM; AID 2094; 300,000 tested, 0.4% active; in the data active = activity change below about -75%, passing the limit was not always enough;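 note: luminescence divided by OD600 gain over 9 h not by final OD600 alone; inactives centre near 13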
Active calls of the source: *; · = not tested or not shown.

cpd	structure	IEC-6 cytotox	KLF5 inhibitor	HSF-1 act	AI-2 QS mod	HSP90 refold inh
1	CC(C)c1nnc(NC(=O)C2CCN(C(=O)Nc3ccccc3)CC2)s1	1.4	-15.8	8.5	11.0	-0.8
2	CCn1c(SCC(=O)Nc2nccs2)nnc1-c1ccccn1	8.1	-40.2	29.0	10.2	1.8
3	CC1CCCC(NC(=O)c2ccc3c(c2)OCO3)C1C (stereo not given)	·	·	19.3	19.2	·
4	Cc1ccc(OCCC(=O)OCC(=O)Nc2cc(C)nn2-c2ccccc2)cc1	7.3	-2.3	-13.8	22.5	-1.4
5	Cc1c(C=O)c2ccccc2n1CC(=O)O	3.1	1.5	15.1	-7.6	3.1
6	COc1ccc(-c2cc(C(F)(F)F)nc(S(C)(=O)=O)n2)cc1	1.2	-59.5	320.9*	6.1	7.4
7	COc1ccc(S(=O)(=O)n2ccnc2)c2cccnc12	4.5	6.3	-6.2	-11.8	2.1
8	O=C(c1ccc(Cl)cc1)c1coc2ccc(O)cc12	1.2	-190.3	-45.4	15.9	5.0
9	CCCCCc1nnc(NC(=O)C2=COCCO2)s1	·	·	28.1	17.6	·
10	CC(C)(C)c1ccc(C(=O)NN2CCOCC2)cc1	0.7	-43.9	-0.9	17.3	0.7
11	NS(=O)(=O)c1ccc(NC(=O)CSc2nc3ccccc3nc2N2CCOCC2)cc1	-9.1	-10.5	-5.2	25.9	-5.9
12	Cc1ccc(C2=NOC(C)(c3sc(-c4ccc(Cl)cc4)nc3C)C2)cc1 (stereo not given)	·	·	9.5	15.1	·
13	O=c1c2ccccc2nnn1Cc1ccc(Br)cc1	1.1	-8.2	22.5	24.1	-1.7
14	Cc1nn(CC(=O)N2CCCCCC2)c(=O)c2cc3occc3n12	-0.9	-47.3	2.3	5.0	-2.2
15	O=C(CCCSc1ccccc1)Nc1nc(-c2ccccn2)cs1	3.6	9.8	-9.7	30.3	1.7

cpd	HIF activator	HSF1 inh	aSyn UTR inh	SKKanGAS inh	Platelet DG rel
1	-0.3	10.0	15.4	3.0	10.8
2	-1.4	0.6	7.6	4.2	-0.3
3	2.2	5.3	-65.2	0.3	-0.3
4	-0.6	3.0	5.6	-4.9	-8.6
5	-0.4	13.5	-19.7	-0.5	1.4
6	5.8	261.9	-102.8	-4.6	21.9
7	-1.3	-5.7	15.0	-4.5	8.3
8	2.5	-43.5	-128.3	-3.5	10.1
9	3.8	24.3	-110.5	-0.6	-0.9
10	0.0	-0.2	3.9	-0.5	-3.4
11	-0.4	-0.5	20.3	1.6	6.4
12	1.0	2.9	-30.6	20.4	2.5
13	0.9	21.1	-3.5	3.6	7.1
14	0.8	3.9	26.8	-4.7	0.0
15	-0.2	0.1	18.9	105.1*	0.2

Complete entries from above. Order of screens: IEC-6 cytotox, KLF5 inhibitor, HSF-1 act, AI-2 QS mod, HSP90 refold inh, HIF activator, HSF1 inh, aSyn UTR inh, SKKanGAS inh, Platelet DG rel
O=C(c1ccc(Cl)cc1)c1coc2ccc(O)cc12 in the list: 1.2, -190.3, -45.4, 15.9, 5.0, 2.5, -43.5, -128.3, -3.5, 10.1
NS(=O)(=O)c1ccc(NC(=O)CSc2nc3ccccc3nc2N2CCOCC2)cc1 in the list: -9.1, -10.5, -5.2, 25.9, -5.9, -0.4, -0.5, 20.3, 1.6, 6.4
CCCCCc1nnc(NC(=O)C2=COCCO2)s1 in the list: ·, ·, 28.1, 17.6, ·, 3.8, 24.3, -110.5, -0.6, -0.9

(list continues)
cpd	structure	IEC-6 cytotox	KLF5 inhibitor	HSF-1 act	AI-2 QS mod	HSP90 refold inh
16	CC(=O)Nc1ccc(CC(=O)NCCC(c2ccccc2)c2ccccc2)cc1	7.2	18.4	-8.7	8.6	2.7
17	CCNC(=S)N(Cc1cccs1)Cc1cc2cc(OCC)ccc2[nH]c1=O	-1.9	-13.4	13.8	44.9	0.9
18	Cc1cc(NC(=O)CN2C(=O)S/C(=C\c3ccccc3)C2=O)no1	-0.5	-0.8	6.5	9.6	0.1
19	CC1CCCC(C)N1S(=O)(=O)c1ccc(NC(=O)CNCC2CCCO2)cc1 (stereo not given)	1.4	-13.2	5.7	9.2	4.2
20	CN(C)c1c(F)cc(-c2nn[nH]n2)cc1F	-2.8	-11.8	14.7	12.6	0.9
21	Cc1[nH]ccc(=O)c1OCC(=O)O	1.0	-7.9	-1.2	3.6	-3.9
22	CC(C)OC(=O)c1c(N)n(CCCN2CCOCC2)c2nc3ccccc3nc12	-0.2	-20.9	-12.1	16.8	1.1
23	O=C(NCc1cccnc1)c1nn2cccnc2c1Cl	-0.3	-11.7	-14.8	11.1	1.8
24	Cc1ccsc1/C=N/NC(=O)CN1CCN(Cc2ccccc2)CC1	2.4	8.5	-7.7	22.9	-3.6
25	COCc1nnc(NC(=O)CCCOc2ccccc2OC)s1	2.0	-56.0	21.8	6.7	0.1
26	Cc1ccc(/C=C/C(=O)O)cc1S(=O)(=O)Nc1ccc2c(c1)OCO2	1.3	17.8	1.5	6.2	1.9
27	c1ccc2c(c1)nc(N1CCOCC1)c1ccccc12	2.2	2.8	4.5	12.0	3.0
28	Cc1ccc(C)c(N(CC(=O)NC2CCCC2)C(=O)CCC(=O)Nc2nccs2)c1	9.3	15.9	-3.0	4.8	0.9
29	CCOC(=O)N1CCN(C(=O)COc2ccc(Cl)cc2)CC1	-2.4	-30.4	29.4	18.5	-0.9
30	Cc1cc(C)cc(OC(C)C(=O)NCCCn2ccnc2)c1 (stereo not given)	-2.2	-36.0	-11.3	25.1	2.9

cpd	HIF activator	HSF1 inh	aSyn UTR inh	SKKanGAS inh	Platelet DG rel
16	1.3	3.0	-44.8	-0.5	4.3
17	-2.7	12.0	34.3	-1.4	19.6
18	0.5	-1.3	6.9	9.8	2.3
19	-0.1	-5.3	-5.1	-6.0	-3.3
20	0.3	14.8	-2.5	13.8	-2.0
21	-0.2	-2.4	-2.8	-8.0	-9.1
22	-0.2	3.9	14.3	-1.7	-1.0
23	-0.2	-2.4	-15.0	-7.1	33.3
24	0.0	6.1	-21.6	1.6	0.6
25	0.7	7.3	-2.3	-11.6	0.0
26	0.0	-0.2	-31.0	-8.9	10.1
27	-0.6	-0.5	6.1	-3.2	0.5
28	0.1	4.8	2.2	-1.7	-1.0
29	0.0	9.9	7.7	3.7	0.7
30	-0.2	-0.5	18.5	-3.5	-1.9

Next structures.
cpd	structure	IEC-6 cytotox	KLF5 inhibitor	HSF-1 act	AI-2 QS mod	HSP90 refold inh
31	CCOC(=O)Cn1c2c(c(-c3ccccc3OC)cc1=O)CCCC2	4.2	5.1	16.0	16.1	0.8
32	O=C(CSCc1ccccc1)Nc1cccc(C(=O)Nc2ccc(C(=O)O)cc2)c1	-1.8	-40.2	·	24.0	1.6
33	COc1ccc(NC(=O)C2C3C=CC4(O3)C2C(=O)N(CCCN2CCCC(C)C2)C4C(=O)NC2CCCCC2)cc1 (stereo not given)	-9.7	-11.8	-9.0	·	-0.6
34	CN(Cc1ccccc1)C(=O)c1cnc2n(c1=O)CCS2	0.5	-4.1	18.7	27.0	0.1
35	CC(=O)c1cccc(NC(=O)CCNC(=O)c2ccccc2Cl)c1	-2.1	-4.7	3.9	18.8	-1.9
36	Cn1c(SCC(=O)N2CCCC2=O)nnc1-c1ccccc1F	7.6	11.4	-8.0	-7.9	0.7
37	CC(C)c1ccc(NC2CCCN(C(=O)c3ccco3)C2)cc1 (stereo not given)	11.9	-6.9	-8.6	8.4	4.0
38	O=C(CSc1nnc(-c2ccccc2Br)o1)N1CCOCC1	-3.6	-123.8	38.2	20.9	-3.1
39	Cc1oc(/N=C/c2ccc3c(c2)OCO3)c(C#N)c1C	-2.0	-20.5	-11.4	-5.4	0.3
40	COc1ccc(C(=O)C2CCCN(Cc3cnc(N4CCOCC4)s3)C2)c(OC)c1 (stereo not given)	4.2	5.9	12.2	3.3	2.2
41	Nc1nn(-c2ccccc2)nc1C(=O)OCc1ccccc1	-5.4	-41.8	-8.5	20.0	-7.6
42	Cc1ccc(C(=O)N2CCCC2)cc1S(=O)(=O)N1CCOCC1	-7.2	-22.8	-5.1	9.6	-3.2
43	COc1ccc(S(=O)(=O)N2CCC(C(=O)N3CCOCC3)CC2)cc1Cl	2.4	0.4	12.8	5.3	-0.1
44	C=CCn1c(N2C(=O)CC(Cc3ccccc3)C2=O)nc2ccccc21 (stereo not given)	-1.5	-15.2	-11.9	5.1	3.6
45	Cc1ccn2cc(CSc3ccccc3)nc2c1	0.6	-126.5	52.9*	-18.3	3.9

cpd	HIF activator	HSF1 inh	aSyn UTR inh	SKKanGAS inh	Platelet DG rel
31	0.3	9.8	-21.7	0.3	-5.0
32	·	·	·	·	·
33	-0.8	-12.2	5.4	11.1	-1.9
34	0.2	-9.4	31.7	3.9	2.6
35	0.6	-1.9	-6.8	4.4	5.5
36	0.0	-1.5	12.6	-2.2	-3.8
37	-0.1	-4.8	-44.3	-0.1	-9.1
38	2.6	-0.4	-111.0	-0.3	-24.0
39	-0.4	-4.3	-73.8	1.6	23.9
40	-0.4	6.0	18.8	3.0	0.9
41	0.0	3.5	-62.5	16.4	1.7
42	0.1	-7.1	2.8	-8.4	21.3
43	0.0	2.3	1.8	-9.4	0.2
44	0.1	11.9	14.3	63.7*	0.3
45	1.6	41.7	-88.2	5.1	-3.4

Remaining list, next part
cpd	structure	IEC-6 cytotox	KLF5 inhibitor	HSF-1 act	AI-2 QS mod	HSP90 refold inh
46	COc1ccccc1NS(=O)(=O)c1ccc2nc(CCl)[nH]c2c1	-3.7	0.0	8.0	45.1	-4.5
47	O=C(N/N=C/c1ccc(-c2cccc([N+](=O)[O-])c2)o1)c1ccccc1O	-0.1	-43.5	57.6*	-0.4	1.2
48	Cc1cccc(NC(=S)N(C)C)c1C	5.5	-8.9	2.4	13.0	0.2
49	Cn1nc(-c2ccc(S(N)(=O)=O)s2)cc1C(F)(F)F	-3.0	-15.3	-5.0	9.8	0.6
50	CC(NC(=O)c1ccc2c(c1)OCCO2)C(=O)O (stereo not given)	0.0	-24.5	-2.8	33.5	-3.1

cpd	HIF activator	HSF1 inh	aSyn UTR inh	SKKanGAS inh	Platelet DG rel
46	-0.1	2.7	-5.9	4.4	0.0
47	-0.3	25.0	5.6	23.0	1.3
48	-0.4	4.7	-7.9	-13.4	5.8
49	0.1	-2.5	-3.3	-0.9	1.7
50	0.0	-4.7	-10.9	2.5	-6.2

Reprinted at random: 4 records from the list
cpd	structure	IEC-6 cytotox	KLF5 inhibitor	HSF-1 act	AI-2 QS mod	HSP90 refold inh
48	Cc1cccc(NC(=S)N(C)C)c1C	5.5	-8.9	2.4	13.0	0.2
49	Cn1nc(-c2ccc(S(N)(=O)=O)s2)cc1C(F)(F)F	-3.0	-15.3	-5.0	9.8	0.6
46	COc1ccccc1NS(=O)(=O)c1ccc2nc(CCl)[nH]c2c1	-3.7	0.0	8.0	45.1	-4.5
47	O=C(N/N=C/c1ccc(-c2cccc([N+](=O)[O-])c2)o1)c1ccccc1O	-0.1	-43.5	57.6*	-0.4	1.2

cpd	HIF activator	HSF1 inh	aSyn UTR inh	SKKanGAS inh	Platelet DG rel
48	-0.4	4.7	-7.9	-13.4	5.8
49	0.1	-2.5	-3.3	-0.9	1.7
46	-0.1	2.7	-5.9	4.4	0.0
47	-0.3	25.0	5.6	23.0	1.3
